Shiga toxin inh = A qHTS for Small Molecule Inhibitors of Shiga Toxin | Vero cells, Shiga toxin protein synthesis inhibition reporter | inhibition, % at 38.7 µM | 290,000 tested, 9.2% active | AID 2315, 2010; in the data active means inhibition mostly above about 28%, no sharp cut-off; inactive means mostly below about 43%; further: 0% is about no effect
CHX counter = Cycloheximide Counterscreen for Small Molecule Inhibitors of Shiga Toxin | cell reporter, cycloheximide protein synthesis inhibition counterscreen | max response, % | 300,000 tested, 12% active | AID 2314, 2010; in the data active means max response mostly above about 13%, no sharp cut-off; inactive means mostly below about 14%; further: read at 38.3 µM for the half of the compounds with a filed dose; 0% is about no effect
Pf growth 96h = Primary qHTS for delayed death inhibitors of the malarial parasite plastid, 96 hour incubation | P. falciparum luciferase reporter growth, 96 h | Potency, µM (highest dose often 28.7 µM), for inactives: at the highest dose activity change, negative = inhibition, hits mostly inhibitors | 320,000 tested, 6.9% active; further: potency means the concentration at half of the fitted maximal effect; on the % scale 0 is the no-effect control and ±100 the full control effect
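Cell-based qHTS: luciferase-tagged P. falciparum in erythrocytes (2% hematocrit, 0.05% parasitemia final) incubated with compounds for 96 hours, 37 C, 5% CO2; luciferase detection reagent then added and luminescence measured.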
Pf growth 48h = Primary qHTS for delayed death inhibitors of the malarial parasite plastid, 48 hour incubation; AID 504832, 2011; P. falciparum luciferase growth in erythrocytes, 48 h; 310,000 tested, 5.9% active; Potency, µM (doses to about 28.7 µM), for the others: top-dose activity change, negative = inhibition, actives largely listed as inhibitors; further: potency means the concentration at half of the fitted maximal effect; on the % scale 0 is the no-effect control and ±100 the full control effect
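Luciferase-expressing parasites in RBCs, 2% Hct / 0.1% parasitemia final; RPMI 1640 + 0.5% Albumax; 37 C, 5% CO2, one generation; luminescence read-out, lower signal = inhibition.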
Tb PYK inh = qHTS of Trypanosoma Brucei Inhibitors; pyruvate kinase (Trypanosoma brucei), Q57TT1; TbPYK enzyme, Kinase-Glo Plus ATP luminescence, 45 min; Potency, µM (doses to about 76.8 µM), for the others: at the highest dose activity, negative = inhibition, most hits filed as inhibitors; 410,000 tested, 0.12% active; AID 624173, 2012; further: potency means the concentration at half of the fitted maximal effect; on the % scale 0 is the no-effect control and ±100 the full control effect; nearly all actives have a fitted effect of over 50% in size
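Screened from lowest to highest concentration, compounds were pinned into TbPYK/substrate mixtures, and ADP (130 uM final) was added. Plates sat at room temperature for 45 min prior to Kinase-Glo Plus detection by luminescence.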
HCV inh = qHTS Assay for Inhibitors of Hepatitis C Virus (HCV) | 340,000 tested, 3.4% active | Huh7.5.1 HCVcc-Cre infection, luciferase reporter, 44 h | Potency, µM (highest dose often 41.8 µM), inactives show at the top dose activity change, negative = inhibition, usual class: inhibitors | AID 651820, 2012; further: potency means the concentration at half of the fitted maximal effect; on the % scale 0 is the no-effect control and ±100 the full control effect
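Infectious HCV cell culture screen: compound-treated cells (1,000/well, pre-plated 4 h) are infected with HCVcc-Cre at roughly 0.5 moi and grown 44 h. Infection is quantified by luciferase signal after 15 min substrate incubation at room temperature.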
LmPK inhibitor = qHTS Assay for Inhibitors of Leishmania Mexicana Pyruvate Kinase (LmPK) | AID 1721, 2009 | Potency, µM (series often up to 57.5 µM), without a hit: at the highest dose activity change, negative = inhibition, most hits filed as inhibitors | Q27686 | 290,000 tested, 0.37% active | purified LmPK, Kinase-Glo ATP luminescence, 1 h; further: potency means the concentration at half of the fitted maximal effect; on the % scale 0 is the no-effect control and ±100 the full control effect
Target sequence (Q27686 whole entry, looked up): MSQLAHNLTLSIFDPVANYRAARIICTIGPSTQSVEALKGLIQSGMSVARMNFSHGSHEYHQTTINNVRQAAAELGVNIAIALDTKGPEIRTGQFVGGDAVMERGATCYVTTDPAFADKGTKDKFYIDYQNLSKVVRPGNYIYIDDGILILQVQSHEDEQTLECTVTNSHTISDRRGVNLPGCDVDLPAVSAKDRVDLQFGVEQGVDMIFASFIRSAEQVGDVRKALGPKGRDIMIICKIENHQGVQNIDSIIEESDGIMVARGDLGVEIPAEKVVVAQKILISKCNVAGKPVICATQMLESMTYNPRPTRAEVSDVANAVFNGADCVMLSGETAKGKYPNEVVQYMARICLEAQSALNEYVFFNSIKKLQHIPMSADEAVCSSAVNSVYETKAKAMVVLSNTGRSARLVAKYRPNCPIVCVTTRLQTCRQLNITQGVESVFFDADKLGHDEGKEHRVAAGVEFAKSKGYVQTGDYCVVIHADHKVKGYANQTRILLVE
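In 50 mM imidazole pH 7.2 with 7 mM MgCl2, LmPK (0.1 nM) turned over PEP (0.5 mM) and ADP (0.1 mM) for 1 h at room temperature. Luciferase read-out of ATP.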
* hit, by the source's call; u = inconclusive; x = not tested or not shown; [ ] = another dose, or the depositor's remark. Unless noted, the call rests on the fitted dose curve; in most records, active means well fitted curve in the direction sought with a large enough effect; inconclusive means small, poorly fitted or top-dose-only effect, or another doubt; inactive means no such curve, though single readings can be large; an effect the other way counts as inactive or inconclusive.

SMILES	Shiga toxin inh	CHX counter	Pf growth 96h	Pf growth 48h	Tb PYK inh	HCV inh	LmPK inhibitor
NC(=O)COC(=O)C12CC3CC(CC(O)(C3)C1)C2	-6	-3	-17%	6%	-1%	1%	7%
CN(CC(=O)Nc1ccccc1Cl)CC(=O)N1CCc2ccccc21	x	x	-9%	-3%	u	5%	x
C=CCn1c(CCNC(=O)c2cccs2)nnc1SCC(=O)c1cccc([N+](=O)[O-])c1	-5	-3	x	-13%	-20%	-23%	9%
CCC1=Nc2cc(C(=O)NCCCOC)ccc2Sc2ccccc21	-9	-5	-41%	x	6%	u	9%
CC(C)C(NC(=O)CCNC(=O)c1ccc(C(C)(C)C)cc1)c1nc2ccccc2[nH]1 (configuration not stated)	x	x	u	8.3µM*	-17%	6%	x
O=C(O)c1cccc2c1C(=O)c1ccc(-c3ccc(F)cc3OCc3ccccc3)cc1S2(=O)=O	x	x	u	u	1%	-6%[8.37 µM]	x
Cc1ccc(CNC(=O)C2CCCN2C(=O)Nc2ccccc2)cc1 (configuration not stated)	-3	-4	214%[activator]	17%	-1%	-1%	1%
CC(C)c1nc2sc3c(=O)[nH]c(=S)[nH]c3c2c2c1CCC2	-12	-2	1%	6%	x	-18%	-11%
CCN(C(C)=O)c1cccc(-c2ccnc3c(C#N)cnn23)c1	-10	-8	u	-12%	3%	x	0%
O=C1c2ccccc2C(=O)N1n1c(=O)[nH]c2ccccc2c1=O	-8	2	-13%	13%	2%	17%	-2%
O=C(CN1CCN(S(=O)(=O)c2ccc(Cl)cc2)CC1)Nc1ccc(F)cc1F	24	17*	-5%	40%[activator]	5%	-5%	-1%
Cc1cccc(-c2ocnc2C(=O)Nc2ccccc2NC(=O)c2ccccn2)c1	-3	1	u	u	1%	u	-2%
COc1ccc(N(C(=O)Cc2cccs2)C(C(=O)NC2CCCCC2)c2cccn2C)cc1 (configuration not stated)	-3	-1	u	x	0%	6%	4%
CCOC(=O)C1CCN(C(=O)COc2ccc(N(C)S(=O)(=O)c3ccc(C)cc3)cc2)CC1	24	3	17%	0%	5%	-10%	6%
Nc1cc(=O)[nH]c(=S)n1-c1cccc(C(F)(F)F)c1	-21	-3	u	x	-1%	6%	3%
COCc1[nH]nc2c1C(c1ccnc3ccccc13)C(C#N)=C(N)O2 (configuration not stated)	62	6	-3%	x	-2%	9%	-2%
Cc1ccc(-c2nnc(CCC(=O)N(C)Cc3nccs3)o2)s1	-6	-4	42%[activator]	-10%	-4%	u	2%
COc1ccccc1NC(=O)c1cc2c(s1)-c1ccccc1S(=O)(=O)C2	-6	-1	19%	4%	1%	-23%	4%
Cc1ccc(NC(=O)CSc2ncn[nH]2)cc1S(=O)(=O)N1CCOCC1	14	18	0%	-26%	0%	-8%	0%
C=CCn1c(C)cc(C(=O)COc2ccc(S(=O)(=O)N3CCCC3)cc2[N+](=O)[O-])c1C	14	13*	u	u	-3%	u	1%
COc1cc(/C=N/Nc2ccc([N+](=O)[O-])cc2S(=O)(=O)N2CCOCC2)cc(OC)c1OC	5	-2	0%	10%	10%	u	4%
Cc1ccc(NS(=O)(=O)c2ccc3[nH]c(=O)c(=O)[nH]c3c2)cc1Cl	-4	3	u	10%	-1%	21%	0%
Cn1c(SCc2ccccc2F)nc2cccnc21	117*	28*	6%	84%[activator]	-2%	1%	-29%
Cc1nn(-c2ccccc2)c(C)c1/C=N/NC(=O)CSc1nc2ccccc2c(=O)n1-c1ccccc1	-5	-2	-20%	4%	-2%	u	-2%
CCOC(=O)c1ccc(NCn2c(=O)oc3ccccc32)cc1	34	3	-1%	14%	-1%	19%	3%
O=C(Nc1ccc(Cl)cc1Cl)c1ccc(-c2ccccc2)cc1	9	-3	5%	9%	0%	10%	-3%
Cc1cc(Cl)ccc1C(=O)C1CCCN(C(=O)c2cncs2)C1 (configuration not stated)	-14	-2	-1%	1%	-18%	u	8%
COc1ccc(C2=NCC(=S)Nc3ccc(Cl)cc32)cc1Cl	-6	11	u	u	2%	-13%	8%
CCOC(=O)c1sc(NN=C(C(=O)OC)C(=O)OC)c(C(=O)OCC)c1C	32*	7	u	u	-9%	u	-16%
CCN(CC)C(=O)c1sc2nc(N3CCOCC3)c3c(c2c1N)CCCC3	-18	-4	x	u	u	u	-24%
O=C(Nc1ccccc1C(=O)NCc1ccccc1)C1=CSCCO1	-6	-4	u	-1%	0%	-22%	-4%
COc1cccc(NC(=O)C2CC(=O)N(C)C(=Nc3cccc(F)c3)S2)c1 (configuration not stated)	-10	-2	u	u	4%	-9%	5%
O=S1(=O)CCO[C@H]2Cc3ccccc3[C@H]2N1Cc1ccccc1	-2	-1	u	0%	1%	0%	-9%
Cc1noc(C)c1CSCC(=O)Nc1ccc(S(=O)(=O)C(F)F)cc1	x	x	4.7µM*	-18%	-1%	u	x
COc1cccc(C(=O)NCC(c2ccc3c(c2)OCO3)N2CCN(c3ccc(F)cc3)CC2)c1 (configuration not stated)	x	x	u	u	5%	u	x
CC1(C(=O)NNC(=S)NCC2CCCO2)CC1(Cl)Cl (configuration not stated)	-3	-4	u	-2%	-6%	11%	-7%
Cc1cccc(N=Nc2c(C)[nH]n(-c3ccccc3)c2=O)c1	-5	2	27%	61%[activator]	1%	-5%	1%
O=C(NC(=S)Nc1ccc2nc[nH]c2c1)c1ccccc1	50*	22*	147%[activator]	103%[activator]	-5%	-1%	-6%
O=C1ON=C(c2ccccc2)/C1=C/c1ccc(-c2ccccc2[N+](=O)[O-])o1	27	-2	8.3µM*	u	u	1%	-9%
O=C(c1cccc(S(=O)(=O)N2CCCCC2)c1)N1CCCCC1	-15	-2	x	12%	8%	16%	1%

Structures from the list above containing a thiophene ring, fused or not:
SMILES	Shiga toxin inh	CHX counter	Pf growth 96h	Pf growth 48h	Tb PYK inh	HCV inh	LmPK inhibitor
C=CCn1c(CCNC(=O)c2cccs2)nnc1SCC(=O)c1cccc([N+](=O)[O-])c1	-5	-3	x	-13%	-20%	-23%	9%
CC(C)c1nc2sc3c(=O)[nH]c(=S)[nH]c3c2c2c1CCC2	-12	-2	1%	6%	x	-18%	-11%
COc1ccc(N(C(=O)Cc2cccs2)C(C(=O)NC2CCCCC2)c2cccn2C)cc1 (configuration not stated)	-3	-1	u	x	0%	6%	4%
Cc1ccc(-c2nnc(CCC(=O)N(C)Cc3nccs3)o2)s1	-6	-4	42%[activator]	-10%	-4%	u	2%
COc1ccccc1NC(=O)c1cc2c(s1)-c1ccccc1S(=O)(=O)C2	-6	-1	19%	4%	1%	-23%	4%
CCOC(=O)c1sc(NN=C(C(=O)OC)C(=O)OC)c(C(=O)OCC)c1C	32*	7	u	u	-9%	u	-16%
CCN(CC)C(=O)c1sc2nc(N3CCOCC3)c3c(c2c1N)CCCC3	-18	-4	x	u	u	u	-24%

The list goes on:
SMILES	Shiga toxin inh	CHX counter	Pf growth 96h	Pf growth 48h	Tb PYK inh	HCV inh	LmPK inhibitor
O=C(NCC1CC1)Nc1ccccc1	0	10	u	34%[activator]	-9%	0%	2%
CCN(CC)c1ccc(/C=N/n2c(-c3ccccc3Br)n[nH]c2=S)cc1	-11	-2	-27%	u	-13%	u	-17%
COc1cc(SC)ccc1C(=O)Nc1nc2ccccc2[nH]1	-23	-12	0.17µM*	u	u	-15%	-22%
N#Cc1ccccc1CSc1ccc(-c2nc3ccccc3[nH]2)cn1	79*	47*	u	u	-6%	8.9µM*	-17%
CSC(=S)N/N=C/c1c[nH]c2ccccc12	19	20*	19%	17%	-11%	u	4%
O=C(c1ccco1)N1CCN(c2cc(=O)n(C3CCCCC3)c(=O)[nH]2)CC1	-22	-2	u	2%	-8%	5%	-1%
C#CCOCCOCCOCCNc1nc(N2CCN(C(=O)[C@H](C)n3cc(CCCN=C(N)N)nn3)CC2)nc(N2CCN(C(=O)[C@H](C)n3cc(CCCN=C(N)N)nn3)CC2)n1	-6	-3	0.74µM*	u	-11%	18%	-1%
COc1ccc(C(C)NC(=O)C2CCCC2)cc1 (configuration not stated)	-4	0	u	3%	2%	-7%	3%
CC1(C)Cc2c(C#N)c(N3CCN(C(=O)c4ccccc4Cl)CC3)nc(-c3ccco3)c2CS1	-9	-3	1.7µM*	u	-24%	u	-4%
C=CCOc1cccc(C2C(C(=O)c3ccco3)=C(O)C(=O)N2CCN2CCOCC2)c1 (configuration not stated)	45	0	3%	12%	-13%	15%	-3%
Cc1onc(-c2ccccc2Cl)c1C(=O)NCCn1ccc2ccccc21	-3	-2	4%	-24%	-10%	-2%	3%
COC(=O)c1cn(NC(=O)/C=C/c2ccc(OC)c(OC)c2)c(=O)c2ccccc12	-7	-6	26%	-13%	-12%	-25%	-6%
CCNC(=O)c1sc2cc(C)ccc2c1Cl	39*	25*	13µM*	37%[activator]	2%	u	0%
CCc1ccc(C(=O)CSc2n[nH]c(C)n2)cc1	111*	44*	-26%	25%	u	-5%	3%
Cc1cccc(NC(=O)COc2ccc3oc4c(c3c2)CCCC4)n1	-7	12	x	33%[activator]	1%	-10%	-1%
Cn1cc(C(=O)OCC(=O)N2CCCC2)c2ccccc21	x	x	-4%	-6%	5%	u	x
O=C(/C=C/Nc1ccc(F)c(F)c1)c1cccs1	53*	40*	10µM*	241%[activator]	0%	5%	-29%
O=C(NCc1cc(C(F)(F)F)cc(C(F)(F)F)c1)C1CC(c2cccc(F)c2)=NO1 (configuration not stated)	-4	-2	0%	37%[activator]	4%	38%[activator]	2%
Cc1ccc(/C=C2\SC(=S)N(CCCC(=O)NNC(=O)c3ccccc3O)C2=O)cc1	-26	-6	u	u	-2%	u	6%

Source: PubChem BioAssay (National Center for Advancing Translational Sciences (NCATS))
